Screens deposited in PubChem by National Center for Advancing Translational Sciences (NCATS).
Anesthetic bind: candidate novel general anesthetic via apoferritin binding; P02791; apoferritin/1-aminoanthracene competitive binding, fluorescence; Potency, µM (top dose mostly 77.5 µM), inactives show at the top dose activity change, negative = displacement, usual class: inhibitors; 350,000 compounds, 0.074% hits; further: on the % scale 0 is the no-effect control and ±100 the full control effect; nearly all actives have a fitted effect of over 20% in size
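Probe: 1-aminoanthracene (50% saturated, PBS). Protein: horse-spleen apoferritin, 10 uM. Incubation: 10 min, room temperature. Detection: 380 nm excitation, 535 nm emission. Analysis: normalized response, four-parameter Hill.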
APEX1 inh: blocks human APE1 abasic DNA cleavage | 350,000 compounds, 0.35% hits | recombinant APE1, TAMRA/BHQ-2 abasic DNA cleavage fluorescence | P27695 | Potency, µM (top dose mostly 65.8 µM), for the others: top-dose activity change, negative = inhibition, most hits filed as inhibitors | AID 2517;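 further: plate controls were vehicle for no effect and reference inhibitor for full effect; nearly all actives have a fitted effect of over 55% in size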
Target sequence (P27695 whole entry, looked up): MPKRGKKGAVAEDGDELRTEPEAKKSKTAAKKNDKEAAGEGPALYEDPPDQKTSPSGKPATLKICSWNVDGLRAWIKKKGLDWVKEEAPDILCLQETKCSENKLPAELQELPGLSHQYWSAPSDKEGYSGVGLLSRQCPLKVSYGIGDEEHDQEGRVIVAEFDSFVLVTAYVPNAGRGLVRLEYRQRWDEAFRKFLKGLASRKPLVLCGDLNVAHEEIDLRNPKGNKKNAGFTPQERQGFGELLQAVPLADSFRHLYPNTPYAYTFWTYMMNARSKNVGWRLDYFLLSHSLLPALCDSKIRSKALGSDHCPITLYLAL
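Compound pre-exposure to 0.75 nM APE1, 15 min at ambient temperature. Reaction initiated with 50 nM TAMRA/BHQ-2 THF substrate, read immediately in kinetic mode, 525 nm excitation, 598 nm emission.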
BAZ2B inh: inhibitors of human BAZ2B bromodomain | Q9UIF8 | AlphaScreen BAZ2B-H3K14Ac peptide displacement | Potency, µM (highest dose often 114 µM), for inactives: at the highest dose activity change, negative = inhibition, most hits filed as inhibitors | 360,000 compounds, 4.4% hits | AID 504333; further: on the % scale 0 is the no-effect control and ±100 the full control effect; nearly all actives have a fitted effect of over 60% in size
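AlphaScreen luminescence quantifies BAZ2B engagement of H3K14Ac peptide; the protein and biotinylated peptide are both at 50 nM final, buffer PBS pH 7.4 with 0.01% Tween-20, all steps at room temperature.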
POLK inh: blocks human DNA polymerase kappa activity. Q9UBT6. purified Pol kappa, fluorescent DNA synthesis assay, 10 min. Potency, µM (top dose mostly 107 µM), for the others: top-dose activity, negative = inhibition, most hits filed as inhibitors. 400,000 compounds, 0.53% hits. AID 588579; further: on the % scale 0 is the no-effect control and ±100 the full control effect
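Readout: fluorescence, taken kinetically at 0 and 10 min. Conditions: 10 nM Pol kappa, 15 min RT compound preincubation, 50 nM substrate final. Controls: enzyme-free buffer wells.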
Pol iota inh: blocks human DNA polymerase iota activity | Q9UNA4 | Pol iota fluorescent replication assay, 10 min | Potency, µM (highest dose often 115 µM), for inactives: top-dose activity, negative = inhibition, hits mostly inhibitors | 390,000 compounds, 1% hits
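Pol iota at 10 nM preincubated 15 min with compounds at room temperature; reaction started with fluorescent substrate, 50 nM final. Fluorescence read kinetically at 0 and 10 min; buffer-only wells as negative control.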
BLM inh: inhibitors of human Bloom syndrome helicase BLM | recombinant BLM DNA unwinding, fluorescence dequenching | P54132 | Potency, µM (doses to about 56.1 µM), without a hit: at the top dose activity change, negative = inhibition, most hits filed as inhibitors | 350,000 compounds, 0.2% hits;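 further: plate controls were vehicle for no effect and no enzyme for full effect; nearly all actives have a fitted effect of over 35% in size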
G9a inh: blocks human histone lysine methyltransferase G9a | Q96KQ7 | G9a H3K9 monomethylation, AlphaScreen, 2 h | Potency, µM (series often up to 102 µM), inactives show at the highest dose activity, negative = inhibition, hits mostly inhibitors | 350,000 compounds, 8.8% hits | AID 504332; further: on the % scale 0 is the no-effect control and ±100 the full control effect; nearly all actives have a fitted effect of over 75% in size
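Enzyme 20 nM + cpd, 15 min RT; add b-H3K9 pep 500 nM / SAM 20 uM; 2 h RT; anti-H3K9me1 Ab 0.5 ug/mL + SA donor / anti-rabbit acceptor beads 20 ug/mL each, 10 min; AlphaScreen read.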
POLH inh: inhibitors of human DNA polymerase eta. AID 588591. recombinant Pol eta, fluorescent DNA replication assay. 390,000 compounds, 1.2% hits. Q9Y253. Potency, µM (highest dose often 114 µM), for inactives: top-dose activity change, negative = inhibition, hits mostly inhibitors; further: on the % scale 0 is the no-effect control and ±100 the full control effect
Target sequence (Q9Y253 whole entry, looked up): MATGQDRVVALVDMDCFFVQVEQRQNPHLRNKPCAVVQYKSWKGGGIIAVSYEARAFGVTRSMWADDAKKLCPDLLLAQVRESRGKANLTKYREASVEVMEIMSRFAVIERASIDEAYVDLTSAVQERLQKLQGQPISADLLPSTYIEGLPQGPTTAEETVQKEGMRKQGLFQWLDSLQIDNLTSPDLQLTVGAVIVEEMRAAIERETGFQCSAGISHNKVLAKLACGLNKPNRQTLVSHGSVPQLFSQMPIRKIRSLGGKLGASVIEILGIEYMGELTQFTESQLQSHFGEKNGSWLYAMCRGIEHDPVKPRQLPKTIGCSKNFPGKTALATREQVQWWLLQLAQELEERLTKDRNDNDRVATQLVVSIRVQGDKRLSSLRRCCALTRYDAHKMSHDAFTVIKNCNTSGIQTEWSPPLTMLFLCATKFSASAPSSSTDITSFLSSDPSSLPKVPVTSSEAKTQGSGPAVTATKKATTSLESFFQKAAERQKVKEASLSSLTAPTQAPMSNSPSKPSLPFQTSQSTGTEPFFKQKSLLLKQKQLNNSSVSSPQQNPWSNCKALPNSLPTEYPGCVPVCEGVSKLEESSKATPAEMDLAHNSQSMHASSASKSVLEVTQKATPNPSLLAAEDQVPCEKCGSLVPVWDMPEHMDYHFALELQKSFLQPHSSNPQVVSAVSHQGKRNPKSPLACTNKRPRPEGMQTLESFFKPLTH
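Pol eta at 10 nM preincubated with compounds 15 min at room temperature; reaction started with fluorescent substrate (50 nM final) and read kinetically at 0 and 10 min.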
Pol beta inh: inhibitors of human DNA polymerase beta | P06746 | Pol beta primer extension/strand displacement, fluorescence kinetic | Potency, µM (titrated, usually from 114 µM), for the others: at the top dose activity change, negative = inhibition, actives largely listed as inhibitors | 340,000 compounds, 1.3% hits; further: on the % scale 0 is the no-effect control and ±100 the full control effect
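Values derive from four-parameter Hill fits of normalized kinetic data: reads at 0 and 10 min following addition of 50 nM substrate to 10 nM Pol beta preincubated 15 min with compound.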
Numbers without * were called inactive; ? = inconclusive; . = not tested or not shown; & = joins results of further samples; [ ] = remark or other dose. The call rests on the fitted dose curve; in most records, active means well fitted curve in the direction sought with a large enough effect; inconclusive means small, poorly fitted or top-dose-only effect, or another doubt; inactive means no such curve, though single readings can be large; an effect the other way counts as inactive or inconclusive. Potency means the concentration at half of the fitted maximal effect.

Every second line gives: Anesthetic bind	APEX1 inh	BAZ2B inh	POLK inh	Pol iota inh	BLM inh	G9a inh	POLH inh	Pol beta inh
COC(=O)c1c(NC(=O)c2ccco2)sc2c1C(C(=O)OC)CC2 (stereo unspecified)
    2%	1%	0%	-11%	6%	-5%	-2%[59 µM]	2%	-2%
Cc1ccc(CN(CC2CCCO2)C(=O)CN2C(=O)C(C(C)C)Oc3ccccc32)o1 (stereo unspecified)
    ?	0%	-7%	-7%	-3%	-4%	?	-19%	19%
CC1(C)CN(c2ccc(CC#N)cc2)C1=O
    -15%	0%	2%	3%	108%[activator]	-2%	-3%	-27%	0%
CCOC(=O)c1cc(-c2ccccc2)n(CCC(=O)NCc2ccccc2Cl)c1C
    12%	.	-9%	-13%[60.1 µM]	?	-2%	-22%[59 µM]	13%	1%
Cc1ccc(O)c(NC(=O)c2nc3nc(C)cc(C(F)F)n3n2)c1
    -5%	.	-1%	9%	17%	-1%	?	-9%	?
Cc1nc(-c2ccc(S(=O)(=O)N(Cc3ccccc3)C(C)C)cc2)co1
    -9%	.	-20%	-5%[60.1 µM]	-7%	-8%	-2%[59 µM]	?	2%
CCCn1c(N)c(N(CCOC)C(=O)c2cccc(S(=O)(=O)N3CCCc4ccccc43)c2)c(=O)[nH]c1=O
    .	11%	7%	0%	2%	.	?	-13%	.
O=C(Cn1c(=O)sc2ccccc21)Nc1ccc(S(=O)(=O)N2CCCCC2)cc1
    -2%	6%	11%	-3%	5%	-14%	-11%[59 µM]	-19%	23%
O=C(c1ccc(C(F)(F)F)cc1)C1CCCN(C(=O)CCc2cnccn2)C1 (stereo unspecified)
    -13%	1%	-2%	-2%	32%[activator]	-4%	14%	-8%	50%
COc1ccc(Cc2nc3ccc(C(=O)NCCc4ccccc4)cc3o2)cc1
    -6%	.	3%	-8%[60.1 µM]	9%	0%	6%[59 µM]	-19%	2%
COCCCNc1nc(N)c([N+](=O)[O-])c(Nc2ccccc2OC)n1
    -9%	2%	-11%	-17%	28%	0%	-48%	-1%	23%
CCn1c(CN2CCCCC2)nc2cc(NC(=O)COc3ccc(C(C)(C)C)cc3)ccc21
    -23%	.	-30%	2%	29%	-2%	2%[59 µM]	-25%	-11%
Cn1cc(C(=O)Nc2ccc(C#N)cc2)c2ccccc2c1=O
    -1%&4%	74%[activator]	-4%&1%	-9%&-10%	?	-4%&0%	4%	-13%&-12%	4%&1%
C[C@H](CO)N1C[C@H](C)[C@@H](CN(C)S(C)(=O)=O)Oc2c(NC(=O)Nc3ccc4c(c3)OCO4)cccc2C1=O
    .	3%	.	-2%	-22%	.	.	-9%	.
Cc1c(C(=O)NCc2ccccc2Cl)sc2nc3n(c(=O)c12)CCC3
    ?	.	-38%	-5%	0%	-4%	-29%[59 µM]	-15%	24%
O=C(COC(=O)C1CCN(c2ccc(C(F)(F)F)cn2)CC1)Nc1cccc(F)c1
    .	16%	6%	-29%	?	.	?	-25%	.
CC(NC(=O)c1cc(F)c(F)c(F)c1F)c1ccc(-n2ccnc2)cc1 (stereo unspecified)
    -9%	14%	-21%	8%	15%	-1%	33%	-13%	21%
COc1ccc2cc(C(C)=O)c(=O)oc2c1
    6%	-8%	-3%	0%	23%	1%	-12%[59 µM]	-21%	1%
Cc1ccccc1NC(=O)c1c(C)oc2ccc(O)c(CN3CCC(C)CC3)c12
    -5%	.	-9%	11%	0%	-9%	0%[59 µM]	-16%	1%
Cc1nn(-c2ccccc2)nc1C(=O)NNC(=O)c1ccc(C(F)(F)F)cc1
    -8%	-3%	14%	2%	4%	-1%	26%[59 µM]	-12%	-2%

Copied from the list.
Entry of `Cc1nn(-c2ccccc2)nc1C(=O)NNC(=O)c1ccc(C(F)(F)F)cc1` under POLK inh: 2%
Entry of `Cc1c(C(=O)NCc2ccccc2Cl)sc2nc3n(c(=O)c12)CCC3` under Pol iota inh: 0%
Entry of `CC(NC(=O)c1cc(F)c(F)c(F)c1F)c1ccc(-n2ccnc2)cc1` (stereo unspecified) under APEX1 inh: 14%

Next results.
Every second line gives: Anesthetic bind	APEX1 inh	BAZ2B inh	POLK inh	Pol iota inh	BLM inh	G9a inh	POLH inh	Pol beta inh
O=C(Nc1ccc2oc(-c3ccccc3Cl)nc2c1)c1cncc(Br)c1
    -6%	20%	12%	-15%	9%	-1%	-10%	2%	42%
COc1ccc(/C=N\NC(=O)c2ccccc2)cc1COc1ccc(F)cc1
    -12%	34%	-21%	-13%	-18%	-14%	-8%	-10%	?
CCC(=O)c1ccc(N2CCC(C)CC2)c(F)c1
    -13%	-1%	29%	-17%	139%[activator]	-3%	103%[activator]	-14%	-1%
Cc1cc(OCCn2cc(C(=O)c3cccs3)c3ccccc32)ccc1Cl
    -24%	.	8%	5%	20%	-11%	17%[59 µM]	-5%	-8%
O=C(Cc1cccs1)N/N=C/c1ccco1
    -9%	0%	11%	-20%	-5%	5%	-18%	?	-25%
CC(C)c1nc2c([nH]1)c(=O)n(C)c(=O)n2C
    -4%	0%	3%	0%	-13%	1%	-47%[2.33 µM]	0%	22%
C1=CCC(CN2CCNCC2)CC1 (stereo unspecified)
    -2%	6%	-20%	-9%	9%	0%	?	-1%	-1%
O=C(CSc1n[nH]c(=O)[nH]c1=O)Nc1ccc(Br)cc1Br
    .	-10%	-4%	-6%	-16%	.	-9%[59 µM]	-4%	.
O=c1cc(CN2CCN(c3cccc(Cl)c3)CC2)c2cc3c(cc2o1)CCCC3
    -9%	1%	-2%	-6%	-4%	-7%	?	-4%	0%
CCOC(=O)C1CCN(c2ccc(C(=O)O)cc2[N+](=O)[O-])CC1
    -1%	10%	4%	-17%	7%	1%	-5%[59 µM]	-11%	-3%
O=C(NCCCO)C(=O)c1c(-c2ccccc2)cc2ccccn12
    -11%	-8%	-18%	-18%	22%	-2%	-4%	-6%	-4%
O=C(CN1CCN(S(=O)(=O)c2ccc(F)cc2)CC1)Nc1ccc(F)cc1F
    -9%	59%[activator]	-11%	-3%	-1%	-4%	0%[59 µM]	-4%	15%
Cc1cc(=O)oc2cc(OC(C)C(=O)NCc3ccccn3)ccc12 (stereo unspecified)
    -2%	82%[activator]	-29%	10%	17%	3%	52%[activator]	-7%	10%
COc1cccc(-c2cccc(NC(=O)C3CCN(Cc4ccc(CO)o4)CC3)c2)c1
    -6%	4%	-20%	-17%	85%[activator]	-1%	25%	-13%	14%
CCc1cc(C(=O)COc2ccc(F)cc2)c(O)cc1O
    -22%	14%	2%	-10%	3%	-6%	-2%	-10%	0%
Cc1ccc(-n2c(SCC(=O)NCCN3C(=O)CSC3=O)nnc2-c2ccccc2F)cc1
    3%	1%	-3%	3%	18%	2%	?	-10%	1%[57.1 µM]
COC(=O)c1cc2oc3ccccc3c2n1CC(=O)N1CCCc2ccccc21
    -18%	-4%	-3%	-22%	?	-3%	0%[59 µM]	-9%	-27%
O=C(CSc1nnc(C2CC2)n1C1CC1)c1cc(F)ccc1F
    .	-13%	5%	-10%	15%	.	?	1%	.
CSCC[C@H](N)C(=O)N1CCC(C(=O)N[C@@H](C)C(=O)NCc2ccc(F)cc2)CC1
    -6%	6%	9%	8%	26%	-2%	.	-24%	28%
Cc1ccc(NC(=O)CN(C)C(=O)c2cccc(Br)c2)cc1
    -13%	-22%	-2%	-5%	13%	-4%	15%	-1%	17%
COc1cc(OC)c2c(-c3ccccc3)cc(=O)oc2c1C(CC(=O)N1CCN(c2ccccc2)CC1)c1ccc(N(C)C)cc1 (stereo unspecified)
    -19%&-4%	-4%&2%	8.9µM*	-17%&9%	11%&25%	-3%&-3%	?	-7%	?
O=C(Nc1nnc(C2CCCCC2)s1)c1ccc(Br)s1
    1%	-3%	4%	-7%	17%	-1%	-42%[12.7 µM]	-10%	24%
CCCCCCCCCCCC(=O)NC(C(=O)OCC)C(O)c1cccc([N+](=O)[O-])c1 (stereo unspecified)
    ?	2%	-23%	-6%	42%	-6%	8%	-14%	1%
CCOC(=O)N1CCN(S(=O)(=O)c2cc(Cl)c(OC)cc2Cl)CC1
    -5%	4%	-2%	-5%	14%	2%	-7%[59 µM]	9%	24%
Cc1cccc(C(=O)C2CCOC(C)(C)C2)c1 (stereo unspecified)
    6%	5%	0%	-2%	15%	1%	3%	-5%	19%
O=C(N1CCOCC1)n1nnc2ccccc21
    -18%	-2%	?	-14%	12%	-5%	-8%[59 µM]	-10%	-7%
COc1cc(N2C(=O)NC3CC2(C)Oc2ccccc23)cc(OC)c1OC (stereo unspecified)
    -7%	0%	-5%	-10%	11%	2%	6%	-17%	2%
O=C(NCCOc1ccccc1Cl)C(=O)NCCOc1ccccc1Cl
    -6%	1%	-2%	2%	33%[activator]	1%	4%	-6%	6%
CCCCN(C(=O)C1CCCO1)c1c(N)n(CCC)c(=O)[nH]c1=O (stereo unspecified)
    .	37%	.	-4%	22%	.	.	-14%	.
O=C(Cn1nnc(-c2ccc([N+](=O)[O-])cc2)n1)NNC(=O)c1ccccc1
    -2%	1%[12.4 µM]	1%	-14%	?	-8%	-2%[59 µM]	-11%	-18%
CC(=O)c1ccc(N2CCN(C(=O)c3nn(Cc4ccccc4)c(=O)c4ccccc34)CC2)cc1
    -12%	-6%	-30%	-6%	?	1%	22%	-15%	-19%

Only part of the results is shown. The share of hits here may be higher or lower than overall.
